Assay outcomes (PubChem BioAssay)
SENP8 block: blocks the human protease SENP8. Q96LD8. purified SENP8, Z-RLRGG-aminoluciferin cleavage, luminescence. inhibition, % at 10 µM. 330,000 compounds, 1.2% hits. AID 2540
Target sequence (Q96LD8 whole entry, looked up): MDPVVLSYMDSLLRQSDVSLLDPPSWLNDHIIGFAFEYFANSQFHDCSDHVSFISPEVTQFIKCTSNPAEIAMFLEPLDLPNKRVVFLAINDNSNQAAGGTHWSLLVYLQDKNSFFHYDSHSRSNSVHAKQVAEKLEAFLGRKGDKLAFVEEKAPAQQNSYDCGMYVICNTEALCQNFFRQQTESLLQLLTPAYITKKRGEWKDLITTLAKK
697 NFkB inh: inhibitors of the PMA/ionomycin-induced NF-kB reporter in 697 B cells | inhibition, % at 4 µM | 330,000 compounds, 0.33% hits | 697 B-cell NF-kB luciferase reporter, 16 h | AID 435022; in the data active means inhibition above about 35%
Gli-Sufu block: Gli-Sufu pathway antagonism; AID 588413; Sufu-KO-LIGHT fibroblasts, Gli luciferase reporter luminescence; inhibition, % at 5 µM; 340,000 compounds, 0.74% hits;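 active means inhibition above about 55%, limit read from the data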;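 further: 0% = DMSO-treated cells and 100% = wells with medium but no cells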
Apaf-1 inh: inhibitors of human Apaf-1 apoptosome; 330,000 compounds, 0.71% hits; O14727; AID 489030; reconstituted apoptosome caspase-3 activity, DEVD-Rh110 fluorescence; inhibition, % at 20 µM; active means inhibition of at least 40% at 20 µM;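 further: plate controls were DMSO wells for no effect and DEVD-CHO caspase inhibitor wells for full effect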
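System: Apoptosome proteins | Medium: Hepes pH 7.5 with detergent and BSA | Also added: Cytochrome c trigger plus (Z-DEVD)2-Rh110 caspase-3 substrate | Incubation: 30 min compound preincubation, 50 min activation, room temperature | Detection: Rhodamine 110 fluorescence at Ex 480/Em 540 nm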
CCR6 antag: blocks CCL20-driven beta-arrestin recruitment at human CCR6. CHO-K1 CCR6 PathHunter beta-arrestin, luminescence, CCL20-stimulated. inhibition, % at 20 µM. 340,000 compounds, 0.49% hits;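 active means compounds whose inhibition of the agonist-driven luminescence signal at 20 µM reaches about 50%, limit read from the data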;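 further: cells stimulated with CCL20 at 14 nM final; plate controls were DMSO with CCL20 for no effect and DMSO without agonist for full effect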
Jurkat NFkB inh: lowers PMA/ionomycin-induced NF-kB signal in Jurkat cells; PMA/ionomycin-induced NF-kB luciferase reporter, luminescence; inhibition, % at 4 µM; 330,000 compounds, 0.53% hits; AID 435003
EBI2 antag: EBI2 (human) antagonism | EBI2 beta-arrestin recruitment, luminescence, 7a,25-OHC stimulated | 360,000 compounds, 0.81% hits | P32249 | inhibition, % at 5 µM; in the data active means inhibition above about 38%;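 further: enzyme fragment complementation signal reports receptor beta-arrestin coupling in cells; 0% = agonist plus DMSO wells and 100% = wells without agonist; some results beyond the cut were filed as inactive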
Target sequence (P32249 whole entry, looked up, the tested form may be a part): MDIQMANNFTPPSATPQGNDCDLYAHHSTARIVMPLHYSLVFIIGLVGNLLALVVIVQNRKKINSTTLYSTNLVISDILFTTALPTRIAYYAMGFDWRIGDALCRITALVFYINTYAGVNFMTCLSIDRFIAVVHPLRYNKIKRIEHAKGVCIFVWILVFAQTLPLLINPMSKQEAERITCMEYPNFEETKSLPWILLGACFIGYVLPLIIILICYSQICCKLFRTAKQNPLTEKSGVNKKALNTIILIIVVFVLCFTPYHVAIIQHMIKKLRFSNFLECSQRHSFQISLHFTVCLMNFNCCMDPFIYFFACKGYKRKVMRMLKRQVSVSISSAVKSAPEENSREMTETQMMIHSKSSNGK
UBC13 polyUb: inhibitors of human UBC13 polyubiquitin chain formation | P61088 | TR-FRET | inhibition, % at 20 µM | 330,000 compounds, 0.47% hits; in the data active means inhibition above about 45%, passing the limit was not always enough
Target sequence (P61088 whole entry, looked up): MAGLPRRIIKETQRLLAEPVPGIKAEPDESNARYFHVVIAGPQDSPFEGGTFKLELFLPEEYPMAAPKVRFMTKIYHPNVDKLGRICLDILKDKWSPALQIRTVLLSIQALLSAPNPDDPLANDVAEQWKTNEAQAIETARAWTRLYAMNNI
Active calls of the source: *; . = no result given. Unless noted, no stated cut-off is given here; in the data, active means inhibition above about 50%; inactive means the rest.

Under each structure: SENP8 block	697 NFkB inh	Gli-Sufu block	Apaf-1 inh	CCR6 antag	Jurkat NFkB inh	EBI2 antag	UBC13 polyUb
> Cc1ccc(C2=NN(CC(=O)NCc3cccnc3)C(=O)CC2)cc1
→ 2	6	.	-3	.	-6	.	3
> CC(C)(C)OC(=O)N1CCC[C@H]1C(=O)Nc1ccc(C#N)cc1
→ 7	5	2	3	-8	-4	-3	1
> CCN1CCN(C(=S)NCC(C)C)CC1
→ 2	-13	4	3	0	5	-11	-3
> O=C(CN1C(=O)NC2(CCCCCC2)C1=O)c1ccc(F)cc1
→ 0	8	-12	-1	10	2	-4	-2
> COc1cc(OC)cc(C(=O)NNS(=O)(=O)c2ccc(F)cc2)c1
→ -1	-16	21	1	5	-1	0	1
> Cc1ccc(C2CC(c3cccs3)=NN2C(=O)CSc2nc(=O)n3ccc(C)cc3n2)cc1 (stereo not drawn)
→ -6	-52	.	34	.	-27	17	-6
> Cc1[nH]n(-c2ccccc2)c(=O)c1/C=N/Nc1nncc(-c2ccccc2)n1
→ 2	-17	85*	81*	16	55*	10	-37
> CC(C)Cn1c(SCC(=O)NC2CCCc3ccccc32)nc(O)cc1=O (stereo not drawn)
→ -14	-10	3	6	-7	-7	3	-6
> COc1ccc(CNC(=O)c2cccc(NC(=O)CC3SC(N4CCCCC4)=NC3=O)c2)cc1 (stereo not drawn)
→ 1	13	12	8	12	9	-8	-2
> O=C(Nc1ccc(Cl)c(Cl)c1)c1ccc(Cl)c(Cl)c1
→ -7	-91	-51	5	8	-70	1	-1
> COc1ccc(/C=N/NC(=O)c2cccc(OC(F)(F)C(F)F)c2)cc1O
→ -14	4	-2	13	7	7	-17	-12
> N#Cc1ccsc1NC(=O)C1CCN(C(=O)c2ccc(F)cc2)CC1
→ 9	13	-3	-16	-1	7	3	59*
> Cc1c(C#N)c(O)[nH]c(=O)c1N=Nc1ccc(Cl)c(C(=O)O)c1
→ 4	9	-1	-2	6	15	-11	-4
> C/C(=N\NC(=O)CCc1ccccc1)c1ccc(Br)cc1
→ 4	10	-6	15	-6	5	-4	10
> CO[C@H]1O[C@@H]2O[C@@]3(C)CC[C@H]4[C@H](C)CC[C@@H]([C@H]1C)[C@@]24OO3
→ -4	-20	.	-3	.	14	.	-16
> CC(O)[C@H]1CNCCN1CC1(c2ccccc2)CC1 (stereo partly drawn)
→ 6	0	-5	2	-3	4	-6	5
> CC(C)C(=O)NC(Nc1cccc([N+](=O)[O-])c1)C(Cl)(Cl)Cl (stereo not drawn)
→ -2	4	7	-19	14	7	-2	-5
> CC(=O)NS(=O)(=O)c1ccc(N2C(=O)c3ccccc3C2=O)cc1
→ -8	7	0	-7	7	13	4	5
> O=S(=O)(c1cccs1)N1CN(Cc2ccc(Cl)cc2)c2nc3ccccc3nc21
→ -9	-58	1	20	20	-63	11	-3
> c1ccc(CCCN2CCOCC2)cc1
→ -8	1	-2	-4	5	12	5	-1
> CCCCCC(=O)N/N=C/c1cccs1
→ 2	6	-13	-7	2	-11	3	-1
> COc1cccc(COC(=O)C2CCN(S(=O)(=O)c3cccs3)CC2)c1OC
→ -3	11	-13	21	14	5	1	-3
> COc1ccc(NC(=O)Nc2ccc(N(C)C)cc2)cc1
→ 47	-98	-80	3	5	-114	8	-21
> CC(C)CC(CO)N1CCN(C(=O)c2ccc(Cl)c(Cl)c2)CCC1=O (stereo not drawn)
→ -11	5	31	5	0	6	-25	-2
> CCC(=O)Nc1nnc(SCc2ccc(F)cc2)s1
→ -3	-20	-3	-8	7	-7	9	1
> CN(CC(=O)Nc1c(Cl)cccc1Cl)C(=O)c1cc(-c2cccs2)nn1-c1ccccc1
→ 2	9	-29	26	0	19	4	-1
> O=C(O/N=C1\CCS(=O)(=O)c2sccc21)C1CC1
→ -9	-2	-1	4	-6	4	-11	-2
> Cc1ccc(CCNC(=O)CNC(=O)c2cccs2)cc1
→ 1	26	-3	2	-5	-5	3	13
> Cc1ccc(-n2c(CNc3ccc(F)cc3)nnc2SCC(=O)NCc2ccco2)cc1
→ 3	-2	7	15	0	-3	8	-6
> COc1cc(CNc2nc3ccccc3n2C)cc(OC)c1OC
→ -4	15	-7	-10	4	0	-4	12
> CC(CCc1ccccc1)NC(=O)c1ccc2nc(N3CCOCC3)sc2c1 (stereo not drawn)
→ -3	12	2	3	-8	3	13	4
> CCCNC(=O)Cn1nc([N+](=O)[O-])c([N+](=O)[O-])c1C
→ -4	-5	-2	6	-8	-4	-12	-29
> O=C(Nc1nncs1)c1ccc(F)c(S(=O)(=O)N2CCCCC2)c1
→ 7	-13	0	7	2	1	10	6
> Cc1cc(/C=N/Nc2ccc([N+](=O)[O-])cn2)c(C)n1-c1ccc(C(=O)O)cc1
→ -4	-8	-1	13	38	-1	2	-134
> O=C(CCc1c[nH]c2ccccc12)NCc1ccc2c(c1)OCO2
→ -1	5	7	0	-10	4	-10	2
> COCCCNC(NC(=O)c1ccc(Cl)cc1)C(Cl)(Cl)Cl (stereo not drawn)
→ -3	1	27	-1	17	22	-4	1
> Cc1ccc(Cn2c(=O)cc(C(=O)O)c3ccccc32)cc1
→ 4	10	4	-12	-5	0	-3	9
> CN1CC[C@]2(CCN3CCc4c(oc5ccccc45)[C@@H]3C2)N(C)C1=O
→ 7	6	11	-9	6	-10	-5	17
> O=[N+]([O-])c1ccc(Cl)c(/C=N/N2CCN(Cc3ccccc3Cl)CC2)c1
→ -4	-11	0	-5	3	-7	11	-23
> COc1ccccc1/C=C/C(=O)NCC(=O)N/N=C/c1ccc2c(c1)OCO2
→ -3	-6	-3	-7	14	3	31	3
> Cc1cccc(C)c1NC(=O)CNC(=O)Cc1ccc(Br)cc1
→ -3	14	-6	-2	10	10	-7	-1
> Cc1cc(C)c(NC(=O)CSc2nncn2-c2cccnc2)c(C)c1
→ -3	6	2	0	1	22	4	1
> O=C(COC(=O)COc1ccc(Cl)cc1)NC1CCCC1
→ -6	1	5	0	-1	4	12	1
> CNS(=O)(=O)c1ccc(Oc2ccc(S(=O)(=O)NC)cc2)cc1
→ 4	-32	15	-4	-9	9	-1	-6
> CCN1CCN(c2nc(C)c3c(n2)CC(C)CC3=O)CC1 (stereo not drawn)
→ 4	0	-1	-6	-1	-11	1	-2

For convenience, part of the list above.
Under each structure: SENP8 block	697 NFkB inh	Gli-Sufu block	Apaf-1 inh	CCR6 antag	Jurkat NFkB inh	EBI2 antag	UBC13 polyUb
> Cc1cc(/C=N/Nc2ccc([N+](=O)[O-])cn2)c(C)n1-c1ccc(C(=O)O)cc1
→ -4	-8	-1	13	38	-1	2	-134
> O=C(CCc1c[nH]c2ccccc12)NCc1ccc2c(c1)OCO2
→ -1	5	7	0	-10	4	-10	2
> COCCCNC(NC(=O)c1ccc(Cl)cc1)C(Cl)(Cl)Cl (stereo not drawn)
→ -3	1	27	-1	17	22	-4	1
> Cc1ccc(Cn2c(=O)cc(C(=O)O)c3ccccc32)cc1
→ 4	10	4	-12	-5	0	-3	9
> CN1CC[C@]2(CCN3CCc4c(oc5ccccc45)[C@@H]3C2)N(C)C1=O
→ 7	6	11	-9	6	-10	-5	17

Next section:
Under each structure: SENP8 block	697 NFkB inh	Gli-Sufu block	Apaf-1 inh	CCR6 antag	Jurkat NFkB inh	EBI2 antag	UBC13 polyUb
> O=C1CC(c2ccc(OCCCCCOc3ccc(C4CC(=O)NC4=O)cc3)cc2)C(=O)N1 (stereo not drawn)
→ 0	8	10	2	-6	11	-4	-3
> O=C(CNS(=O)(=O)c1ccc(Br)s1)N1CCN(c2ccc(F)cc2)CC1
→ 11	-7	-11	13	1	12	8	4
> CCc1noc(C)c1C(=O)N1CCOCC1
→ -1	21	4	-31	5	15	-5	9
> COc1ccccc1CNC(=O)Cn1c(=O)oc2cc(Cl)ccc21
→ 5	12	-5	-11	-4	-1	-1	-2
> COc1ccc(-c2csc(N(C)C(=O)c3ccco3)n2)cc1
→ 5	-87	-53	1	-15	-70	9	6
> NC(=O)c1c(NC(=O)COC(=O)c2ccc(O)c(Cl)c2)sc2c1CCCC2
→ -7	-36	4	22	8	-11	-3	-22
> O=C(Nc1ccc(S(=O)(=O)Nc2ncccn2)cc1)c1cncc(Br)c1
→ 1	-56	10	5	13	20	-5	-1
> C/C(=N\NC(=O)Cc1cccn1C)c1ccco1
→ -10	-16	-1	2	14	-2	-9	-9
> COc1cc(C)c(C)cc1S(=O)(=O)n1c(C)nc2ccccc21
→ -2	-2	3	-1	13	-13	-14	1
> CCc1nc(Cl)c(C#N)c2c1CCCC2
→ 3	-35	-8	1	13	1	4	-3
> N#CC1(N2CCN(C(=O)c3ccccc3)CC2)CCCCC1
→ 1	-4	21	-18	-5	-1	10	2
> COC(=O)CSc1nc(N2CCCCC2)c2c(c1C#N)CCCC2
→ 0	-16	1	11	8	14	-5	13
> CN(C)c1ccc(/C=C/C=N/Nc2nc(N3CCOCC3)nc(N3CCOCC3)n2)cc1
→ 2	10	-19	-3	9	-3	4	4
> Cc1ccc2[nH]c(=O)c(Cc3ccccc3)c(O)c2c1
→ -10	18	0	1	7	2	-9	16
> CCc1cc(-c2n[nH]c(=S)n2CC)cs1
→ -5	-45	3	2	-3	0	9	-9
> C/C(=N\Nc1ccc(C#N)cc1[N+](=O)[O-])c1ccc(C)o1
→ 4	10	10	-3	4	4	5	-48
> Cc1cc(Nc2ccccc2)n(-c2ccccc2)n1
→ -3	13	-2	-10	23	-4	-10	7
> O=C1CC(c2ccc3c(c2)OCO3)c2cc3c(cc2N1)OCO3 (stereo not drawn)
→ 1	3	-2	12	-6	16	3	6
> Cc1ccnn1CCSCC(=O)O
→ 8	9	-1	-5	-12	13	-5	6
> COc1ccc(C2CC(=O)N(C)c3ccccc3S2)cc1 (stereo not drawn)
→ -3	6	25	1	16	-7	-9	0
> CCOC(=O)c1cccc(C2=CC(=O)C[C@H](c3ccc(Cl)cc3)C2)c1
→ -12	-14	-2	29	17	-16	15	0
> O=c1[nH]ncc(N/N=C/c2ccccc2)c1Cl
→ -3	27	5	-12	9	-9	-5	7
> Cn1c(-c2ccc(Cl)cc2)ccc(C#N)c1=O
→ 3	-4	5	4	16	-2	14	-1
> CC(=O)c1cccc(Nc2cc(C)nc3ccccc23)c1
→ 4	3	9	-7	15	7	-2	1
> COc1ccc(O)c(C(=O)c2cc(C#N)c(=O)n(CC3CCCO3)c2)c1 (stereo not drawn)
→ 3	4	19	-2	-12	2	-11	-7
> C=CCn1c(COc2ccc(Cl)cc2)nnc1SCc1ccc(C#N)cc1
→ -4	-8	16	28	0	4	32	-2
> O=C(Nc1cccc(Cl)c1Cl)C1CCN(C(=O)c2cccs2)CC1
→ -5	6	-9	10	10	9	5	6
> COc1cccc(CCc2nnc(CCC(=O)NCCC3CCCCO3)o2)c1 (stereo not drawn)
→ -3	0	0	1	-5	4	-4	0
> Cc1ccc(C)c(S(=O)(=O)N2CCN(C(=O)c3ccccn3)CC2)c1
→ 0	8	-20	-6	1	7	-2	8
> O=C(CCNC(=O)c1ccc(Br)cc1)NC1CCCCCC1
→ -9	-27	-2	17	18	-9	14	-13
> C=CCn1c(CNc2ccccc2)nnc1SCC(=O)N/N=C/c1ccccc1O
→ -3	-10	16	-11	0	6	9	2
> CC1(C)Cc2[nH]c(=S)c(C#N)cc2CO1
→ -1	-6	-1	7	10	-9	8	40
> O=C(CC1OC(=O)c2ccccc21)Nc1cc(Cl)ccc1N1CCCC1 (stereo not drawn)
→ -2	2	11	17	7	-5	6	7
> Brc1ccc2c(c1)C(c1ccc(N3CCOCC3)cc1)=NNC(c1cccs1)=N2
→ -4	5	16	18	13	26	-1	-21
> Cc1ccc(C(=O)NCC2CCCO2)cc1S(=O)(=O)N1CCCCC1 (stereo not drawn)
→ 2	0	1	-3	12	2	11	4
> Cc1ccc(OCC(=O)Nc2oc(-c3ccccc3)c(-c3ccccc3)c2C#N)cc1
→ -7	2	-1	16	-14	-13	5	-21
> O=C(C1=C(O)C(=O)N(CCN2CCOCC2)C1c1cccc([N+](=O)[O-])c1)c1cccs1 (stereo not drawn)
→ 0	14	-5	-2	14	-14	3	-11

These rows are one share of the data (hit frequency here may not be typical).
